# From PubChem BioAssay
# pAkt inh – inhibitors of Akt phosphorylation; Neuro2A IGF-stimulated pAkt S473 HTRF, 20 min; active compounds read low; activity change, % for hits at 50 µM; hit rate 0.32% among 360,000; in the data active = activity change below about -80%; inconclusive = mostly about -51% to -80%; also: % is scaled to controls: 0 for no effect and ±100 for the full control effect
#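 Single-point screen (50 µM final compound) in Neuro2A cells stimulated 20 min with 6 nM IGF at 37 deg C. After lysis, Ser473-phosphorylated Akt read by HTRF (ex 330 nm, em 615/665 nm) as the 665/615 ratio.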
# Nrf2 ARE act – activators of Nrf2 (ARE) signaling. hit rate 0.31% among 410,000. Potency, µM (top dose mostly 46.1 µM), without a hit: at the highest dose activation, hits mostly activators. AREc32 ARE-luciferase reporter (MCF7-derived line), luminescence, 24 h. AID 624171; also: potency is read from the fitted curve at half-maximal effect; % of control where 0% means no effect; nearly all actives have a fitted effect of over 65% in size
#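 AREc32 cells carrying an ARE-driven firefly luciferase, 1000 cells/well in OPTI-MEM with 5% FBS, dosed after overnight attachment and incubated 24 hr at 37 deg C. Steady-Glo luminescence read after 30 min at RT.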
# A549 tox – kills or reduces viability of A549 cells in Nrf2 counter-screen; A549 ARE-Fluc cells, CellTiter-Fluor viability, 18-24 h; AID 504648; hit rate 0.16% among 390,000; Potency, µM (series often up to 46 µM), inactives show at the top dose activity change, negative = cytotoxicity, most hits filed as inhibitors; also: potency is read from the fitted curve at half-maximal effect; % is scaled to controls: 0 for no effect and ±100 for the full control effect
#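 A549 ARE-Fluc cells in 5% FBS OPTI-MEM, 5000 cells/well, rested 2 h then exposed to compounds in concentration-response for 18-24 h at 37 °C. Viability by CellTiter-Fluor fluorescence (Ex 405/Em 525) after 30 min; luciferase luminescence (BugLite, 15 min, RT) read afterwards.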
# TGFb SMAD3 inh – TGF-b pathway inhibition. Potency, µM (top dose mostly 46.1 µM), for inactives: at the top dose activity, negative = inhibition, actives largely listed as inhibitors. hit rate 1.2% among 410,000. HepG2 CAGA-GFP TGF-b/SMAD3 reporter, GFP fluorescence, 18 h; TGF-beta stimulated, 500 pg/mL final; also: potency is read from the fitted curve at half-maximal effect; % is scaled to controls: 0 for no effect and ±100 for the full control effect; nearly all actives have a fitted effect of over 65% in size
#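 Smad-responsive CAGA-GFP expression was quantified in HEPG2 cells exposed to compounds and 500 pg/mL final TGF-beta for 18 h at 37 degrees C; unstimulated wells defined full inhibition.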
# Abeta rescue – compounds reversing amyloid beta toxicity in yeast | Potency, µM (highest dose often 46.1 µM), for the others: at the highest dose growth rescue, actives largely listed as activators | yeast expressing A-beta42, growth rescue, OD600, 48 h; response scale: 0% DMSO, 100% iron-clioquinol control | hit rate 0.063% among 410,000 | AID 1347071; also: potency is read from the fitted curve at half-maximal effect; nearly all actives have a fitted effect of over 55% in size
#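 Yeast A-beta toxicity model in growth medium with pinned compounds, 48 h at 30 C; growth read as absorbance at 600 nm. Normalized to FeCl3/clioquinol equimolar mix (positive) and DMSO (negative).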
# HepG2 tox – counter-screen for TGF-b inhibitors: cytotoxicity in HepG2 cells | Potency, µM (titrated, usually from 46.1 µM), for inactives: at the top dose activity change, negative = cytotoxicity, hits mostly cytotoxic | HepG2 CAGA-GFP viability, ATP luminescence, 18 h | hit rate 0.76% among 410,000; also: potency is read from the fitted curve at half-maximal effect; some results filed as inactive show a strong effect at the top dose
#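 HepG2 CAGA-GFP cells (1000/well, DMEM with 1% FBS) received compound, then TGF-beta at 500 pg/mL final, and were incubated 18 hours at 37 degrees C. Viability was read by CellTiter-Glo luminescence. Media-only wells were set as complete cell-killing and DMSO as no toxicity.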
# CCT chaperon mod – changes cytosolic chaperonin activity. hit rate 0.3% among 360,000. AID 651819. activity change, % (test concentration not listed), hits read low. purified chaperonin ATPase assay, HTRF ADP detection, 30 min; in the data active = activity change below about -30%; also: % is scaled to controls: 0 for no effect and ±100 for the full control effect
#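 Enzyme 40 or 20 nM (batch-dependent) in Tris pH 7.4/KCl/MgCl2/DTT; cpd 76 uM single point; ATP 10 uM; 30 min 37 °C; Transcreener ADP HTRF detection, 30 min RT; ratio 665/615.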
# Nrf2 block – blocks Nrf2 signaling. A549 ARE-Fluc reporter, luciferase luminescence, 18-24 h. Potency, µM (doses to about 46 µM), for inactives: top-dose activity change, negative = inhibition, hits mostly inhibitors. hit rate 2.1% among 360,000; also: potency is read from the fitted curve at half-maximal effect; % is scaled to controls: 0 for no effect and ±100 for the full control effect; nearly all actives have a fitted effect of over 60% in size
#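 Nrf2 activity is the BugLite luminescence, read 15 min after reagent at room temperature, following CellTiter-Fluor cytotoxicity readout (30 min, 37C). Compound titrations were applied for 18-24 h to 5000 A549 ARE_Fluc cells/well in 5% FBS OPTI-MEM.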
# Mm-Cpn inhibitor – blocks the Methanococcus maripaludis chaperonin Mm-Cpn. purified Mm-Cpn ATPase, ADP Transcreener TR-FRET. Potency, µM (titrated, usually from 76.9 µM), for the others: top-dose activity, negative = inhibition, most hits filed as inhibitors. hit rate 0.031% among 330,000. AID 504842; also: potency is read from the fitted curve at half-maximal effect; % is scaled to controls: 0 for no effect and ±100 for the full control effect; nearly all actives have a fitted effect of over 80% in size
#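 ATPase read-out: TR-FRET ADP immunoassay (anti-ADP Eu cryptate vs ADP-d2), ex 320 nm, em 590/665 nm; signal drops as ADP forms. Enzyme 25 nM, ATP 10 uM, 30 min at 37°C after 10 min compound preincubation.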
# Numbers without * were called inactive; i = inactive; u = inconclusive; x = not tested or not shown; [ ] = dose if it differs, or a comment. Unless noted, calls follow the shape of the dose curve; as a rule, active = well fitted curve in the direction sought with a large enough effect; inconclusive = small, poorly fitted or top-dose-only effect, or another doubt; inactive = no such curve, though single readings can be large; an effect the other way counts as inactive or inconclusive. Rows were taken by chance; overall some 4.3% were active at least once.
Molecule	pAkt inh	Nrf2 ARE act	A549 tox	TGFb SMAD3 inh	Abeta rescue	HepG2 tox	CCT chaperon mod	Nrf2 block	Mm-Cpn inhibitor
Cc1ccc(OC(C)C(=O)Nc2ccc3c(c2)n(C)c(=O)n3C)c(C)c1 (stereo not given)	i	0.7%	0%	0%	-9%	-36%	-2.6	-30%	-1%
O=C(NCc1ccccc1)NC12CC3CC(CC(C3)C1)C2	i	2.4%	-1%	8%	u	28%	-2.9	-2%	1%
O=C(c1cccc2ccccc12)N1CCN(Cc2ccccc2F)CC1	i	-0.7%	-2%	u	-11%	-69%	-5.5	-2%	-2%
COc1ccc(CCN2C(=O)c3[nH]nc(-c4ccccc4O)c3C2c2ccc(O)c(OC)c2)cc1 (stereo not given)	x	-1.6%	-2%	u	3%	-30%	x	19%	x
O=C(O)CC/C(=N\NC(=O)c1ccccc1Br)c1ccccc1	i	0.5%	-2%	-7%	-13%	1%	-3.5	4%	0%
CCCNC(=O)c1onc(CSc2ccc(F)cc2)c1C(=O)NCC1CC1	i	-0.6%	-3%	-6%	u	-17%	0.6	-23%	1%
CC(C)C(NC(=O)c1ccc(Cl)cc1Cl)C(=O)NCCc1ccccn1 (stereo not given)	i	-0.7%	-3%	-13%	-5%	4%	-1.1	6%	0%
O=C(OCc1cn([C@H]2CN(C(=O)c3cccs3)[C@@H](c3ccc(Cl)cc3)C[C@@H]2O)nn1)c1ccccc1	i	3.7%	x	13%	-1%	-3%	-5.8	x	x
CC[C@]12c3[nH]c4cc(-c5ccco5)ccc4c3CCN1C(=O)[C@@H](CC(=O)NCCCn1ccnc1)C[C@@H]2C(=O)N1CCN(C(=O)C2CC2)CC1	i	-0.8%	1%	4%	-2%	-13%	-1.7	22%	3%
C=CC[C@@H](CC(=O)N(CCO)Cc1ccccc1)C(=O)N[C@@H](C)COC(=O)[C@@H](CC=C)CC(=O)OC(C)(C)C	i	4.3%	1%	-28%	7%	-25%	1.4	u	1%
CSc1cccc(N2CC(C(=O)NCCC3=CCCCC3)CC2=O)c1 (stereo not given)	i	1.6%	-6%	-9%	15%	-1%	-1.6	3%	1%
O=C(COc1cc(Cl)c(Cl)cc1Cl)NCCc1ccccn1	i	-0.1%	2%	4%	-11%	-14%	-0.6	7%	-1%
Cc1cc(Cl)ccc1OC(C)c1nnc(N)s1 (stereo not given)	i	0.4%	-12%	1%	8%	-10%	-3.8	-8%	0%
COc1ccc(C2CC(c3ccccc3F)=NN2c2ccc(S(N)(=O)=O)cc2)cc1 (stereo not given)	i	0.3%	9%	u	7%	-20%	-1.3	-12%	-3%
O=C(NNC(=O)c1ccccc1C(=O)O)c1cc2ccccc2o1	i	2.6%	14%	2%	-8%	-2%	0.5	2%	4%
CS(=O)(=O)Nc1ccc(C(=O)NCCSCc2ccccc2)cc1	i	-0.5%	-9%	17%	-4%	13%	3.3	-6%	5%
CCOC(=O)c1c(C)c(C(=O)NCc2ccc(Cl)cc2)c(C)n1C	x	0.1%	9%	11%	-13%	1%	x	2%	x
CCNC(=S)N1CCN(c2cccc(C(F)(F)F)c2)CC1	i	-0.3%	-1%	0%	u	3%	0.3	-25%	2%
CCOC(=O)/C=C/C(=O)Nc1ccccc1-c1ccccc1NC(=O)/C=C/C(=O)OCC	i	u	-22%	0%	-3%	8%	-0.6	u	1%
Nc1c(C(=O)CSc2nnc(-c3ccccc3F)o2)c(=O)[nH]c(=O)n1C1CC1	i	0.1%	-3%	-1%	-8%	-1%	-1.4	-5%	-12%
COc1ccc(-c2cn(CCC(=O)O)c(C)n2)cc1	i	0.3%	-9%	u	7%	11%	-2.3	7%	1%
COc1ccc(S(=O)(=O)N(CC(=O)NC2CC2)C2CCCCC2)cc1Cl	i	-0.3%	11%	35%	-18%	-63%	2.5	-5%	0%
CCCc1cc(=O)[nH]c(SCC(=O)N2CCN(c3ccccc3OC)CC2)n1	x	0.5%	1%	x	-2%	1%	x	10%	x
O=C(COc1ccc(Cl)cc1)NCC(=O)N/N=C/c1cccs1	i	0.6%	9%	0%	1%	-17%	0.8	-10%	-3%
COc1ccc(C(=O)/C(C)=N/O)cc1OC	i	0.4%	-8%	1%	15%	0%	3.0	-17%	-1%
C=CCNC(=S)N(CC=C)C1CCS(=O)(=O)C1 (stereo not given)	i	0.2%	4%	0%	2%	5%	0.3	-1%	4%
CCOC(=O)Cc1ccc(NC(=O)Nc2cccc(OCc3cc(=O)n4cc(C)ccc4n3)c2)cc1	x	-1.2%	9%	13%	-5%	-2%	x	x	x
Cc1cc(NC(=O)CSc2nc(-c3cccs3)nc3ccccc23)no1	i	2.5%	-18%	-23%	0%	-9%	-4.8	-4%	-5%
CCCCC(=O)OCC(=O)N1N=C(c2c[nH]c3ccccc23)C(O)C1c1ccc(OC)cc1 (stereo not given)	i	3.7%	u	u	16%	-75%	-1.7	u	-23%
Cc1cc(OCc2nnc(SCC(=O)O)n2-c2ccccc2)ccc1Cl	i	0.0%	0%	4%	9%	-5%	0.1	3%	1%

# Quoted at random: 2 entries already listed
Molecule	pAkt inh	Nrf2 ARE act	A549 tox	TGFb SMAD3 inh	Abeta rescue	HepG2 tox	CCT chaperon mod	Nrf2 block	Mm-Cpn inhibitor
COc1ccc(CCN2C(=O)c3[nH]nc(-c4ccccc4O)c3C2c2ccc(O)c(OC)c2)cc1 (stereo not given)	x	-1.6%	-2%	u	3%	-30%	x	19%	x
CCOC(=O)c1c(C)c(C(=O)NCc2ccc(Cl)cc2)c(C)n1C	x	0.1%	9%	11%	-13%	1%	x	2%	x

# Next section.
Molecule	pAkt inh	Nrf2 ARE act	A549 tox	TGFb SMAD3 inh	Abeta rescue	HepG2 tox	CCT chaperon mod	Nrf2 block	Mm-Cpn inhibitor
CC(=C/c1ccco1)/C=N/NC(=O)c1nnn(-c2nonc2N)c1CN(C)C	i	5.9%	-17%	3%	-4%	-2%	-1.2	0%	0%
COc1ccc(NC(=O)c2nc(-c3ccc(C)cc3)n3c2CCCCC3)c(OC)c1	x	-1.0%	-9%	1%	-2%	-8%	x	-19%	x
COc1ccc(S(=O)(=O)Nc2ccc3c(c2)N(C(C)=O)CCC3)cc1	i	0.3%	-9%	-14%	-5%	-29%	0.3	12µM*	0%
Cc1ccc(C(=O)c2c3ccccc3[n+]([O-])n2CCO)cc1	i	6.9%	u	21%	-8%	19%	1.5	4%	1%
O=C(NCc1ccco1)c1ccc2c(c1)N(Cc1cccc(Cl)c1)C(=O)c1ccccc1S2(=O)=O	x	3.7%	0%	-21%	-2%	-20%	x	x	x
COc1ccc(-c2noc3c2-c2nc(-c4ccc(C)cc4)sc2CC3)cc1	i	4.5%	10%	2%	3%	7%	0.0	u	x
CC(C)c1ccc(NC(=O)c2cc(S(=O)(=O)N3CCc4ccccc4C3)ccc2F)cc1	x	-0.7%	9%	17%	-6%	1%	x	x	x
CCOC(=O)c1sc(NC(=O)CNC(=O)Cn2cnc3sc(C)c(C)c3c2=O)nc1C	i	0.6%	-3%	3%	-3%	7%	1.7	12%	-1%
CCN(CC)C(=O)[C@H]1C[C@H](CC(=O)NCCc2ccccn2)C(=O)N2CCc3c([nH]c4cc(CCC(=O)N(C)C)ccc34)[C@]12C	i	0.9%	1%	12%	8%	-1%	1.6	10%	0%
CNC(=S)N1CCN(c2ccccc2OC)CC1	i	-0.3%	0%	0%	-2%	-1%	-0.7	-24%	0%
Cc1cccc(C(=O)NNS(=O)(=O)c2ccccc2[N+](=O)[O-])c1	i	11%	7%	-2%	-3%[9.22 µM]	0%	-0.5	x	3%
CC(=O)c1ccc(N2C(=O)[C@@H]3C(CCC(N)=O)NC4(C(=O)Nc5c4ccc(Cl)c5C)[C@@H]3C2=O)cc1 (stereo not given in full)	i	0.6%	-9%	11%	1%	-2%	-0.2	-8%	0%
O=C(Cc1cccs1)Nc1ccc(-c2nc3ccccc3[nH]2)cc1	i	10%	-4%	1%	0%	-46%	2.3	-28%	-2%
O=C(O)c1cc(S(=O)(=O)Nc2cc(Cl)ccc2Oc2ccccc2)ccc1O	i	-1.4%	3%	-12%	20%	-11%	0.5	5%	3%
C=CCSc1nnc(CCc2ccccc2)n1N	i	0.2%	2%	-2%	-6%	14%	-1.5	0%	1%
CCSc1nnc(NC(=O)c2nc(S(=O)(=O)Cc3ccc(F)cc3)ncc2Cl)s1	i	23%	-14%	u	-17%	-46%	-0.8	u	0%
Cc1ccc(CN(Cc2cc3cccc(C)c3[nH]c2=O)C(=S)NCCCN(C)C)cc1	i	0.0%	u	7%	0%	-7%	-3.4	u	-1%
Cc1ccc(C(=O)Nc2c3c(nn2C(C)(C)C)CS(=O)(=O)C3)cc1C	i	-0.2%	8%	-6%	-8%	-7%	-2.5	x	2%
COc1ccc(N(CC(=O)Nc2ccc(C)cc2)S(=O)(=O)c2c(C)noc2C)cc1	x	0.3%	2%	2%	-3%	4%	-0.2	0%	3%
CCn1cc(C(=O)NCc2ccc(C)cc2)c(=O)c2cc(S(=O)(=O)N3CCCCCC3)ccc21	x	0.8%	-1%	-4%	-14%	-43%	x	x	x
Cc1csc2c(N3CCN(C(=S)Nc4ccc(C(F)(F)F)cc4)CC3)ncnc12	i	9.2%	5%	u	23%	-34%	0.5	u	-2%
